# Mito fusion act: blocks mitochondrial division or promotes mitochondrial fusion | 320,000 compounds, 0.23% hits | S. cerevisiae fusion-defective mutant growth rescue, CellTiterGlo 48 h | Potency, µM (highest dose often 46.1 µM), for inactives: at the top dose growth rescue (activation), usual class: activators;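 note: potency is the fitted concentration of half-maximal effect; % of control where 0% means no effect; nearly all actives have a fitted effect of over 45% in size; temperature-sensitive fusion mutants such as fzo1-1 at 37 °C on non-fermentable ethanol glycerol medium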
#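 Yeast fusion mutant, YPEG (non-fermentable carbon), compound, 48 h at 37C non-permissive; CellTiterGlo added, 10 min RT, luminescence read. Rescued growth = division inhibition.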
# Eya2 inh: Eya2 (human) phosphatase inhibition; O00167; recombinant Eya2, OMFP fluorescence dephosphorylation (OMFP is methylfluorescein phosphate); Potency, µM (top dose mostly 76.9 µM), for inactives: at the highest dose activity, negative = inhibition, usual class: inhibitors; 330,000 compounds, 0.006% hits; AID 488837; note: potency is the fitted concentration of half-maximal effect; % is set by controls: 0 for no effect and ±100 for the full control effect
#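 Eya2 (0.2 uM) preincubated 10 min at ambient with compound, then OMFP substrate added at 50 uM; 10 min reaction in 50 mM HEPES pH 7.5, 50 mM NaCl, 5 uM MgCl2, 0.05% BSA, 1 mM DTT. Fluorescence read at Ex 485/Em 525 nm.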
# USP2a block: blocks human ubiquitin-specific protease USP2a | O75604 | USP2 core, Ub-CHOP2 coupled fluorogenic reporter, 485/531 | Potency, µM (titrated, usually from 38.3 µM), without a hit: at the highest dose activity change, negative = inhibition, hits mostly inhibitors | 330,000 compounds, 0.01% hits | AID 463254;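 note: potency is the fitted concentration of half-maximal effect; plate controls were DMSO wells for no effect and full inhibition by NEM control for full effect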
#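 USP2 core (10nM final) preincubated 30min RT with compound in 20mM Tris-HCl pH 8.0, 2mM CaCl2, 2mM beta-mercaptoethanol, 0.05% CHAPS; 25nM Ub-CHOP2 plus 25nM reporter substrate added, fluorescence (Ex485/Em531) read after 60min.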
# GALK inh: inhibitors of human galactokinase; P51570; Purified GALK, Kinase-Glo residual ATP luminescence; Potency, µM (titrated, usually from 57.5 µM), for the others: at the top dose activity change, negative = inhibition, hits mostly inhibitors; 270,000 compounds, 0.007% hits; note: potency is the fitted concentration of half-maximal effect; % is set by controls: 0 for no effect and ±100 for the full control effect
# Target sequence (P51570 whole entry, looked up): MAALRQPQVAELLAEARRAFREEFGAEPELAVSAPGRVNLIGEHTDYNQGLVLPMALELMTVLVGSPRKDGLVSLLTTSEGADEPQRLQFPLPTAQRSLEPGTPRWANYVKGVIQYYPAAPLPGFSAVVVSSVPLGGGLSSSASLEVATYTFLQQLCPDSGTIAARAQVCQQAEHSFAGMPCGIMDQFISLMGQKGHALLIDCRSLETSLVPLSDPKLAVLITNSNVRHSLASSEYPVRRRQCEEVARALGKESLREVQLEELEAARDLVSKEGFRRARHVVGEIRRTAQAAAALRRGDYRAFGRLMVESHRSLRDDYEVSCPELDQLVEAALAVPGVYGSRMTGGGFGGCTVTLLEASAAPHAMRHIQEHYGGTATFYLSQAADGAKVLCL
#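 ATP-depletion format; final 35 uM ATP, 100 uM D-galactose, 5 nM enzyme; pH 8.0 HEPES/Mg2+ buffer; 60 min RT; luminescence read 10 min after detection reagent.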
# S-ASM inh: human S-ASM enzyme inhibition; Potency, µM (doses to about 57.5 µM), without a hit: top-dose activity change, negative = inhibition, most hits filed as inhibitors; placental ASM, HMU-PC fluorogenic substrate, 60 min; P17405; AID 504937; 340,000 compounds, 0.006% hits; note: potency is the fitted concentration of half-maximal effect
#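 Steps: dispense placental human ASM, pin compound, wait 10 min at room temperature, add HMU-PC0 substrate at 9 uM final, incubate 60 min at 37 °C, add stop solution raising pH to 10, read fluorescence.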
# TSHR antagonist: human thyrotropin receptor antagonism; TSHR-expressing cells, TSH-stimulated cAMP HTRF, 2 h; active compounds read low; activity change, negative = inhibition, % at 11.5 µM; AID 504810; 330,000 compounds, 0.2% hits; P16473;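 active = activity change below a set negative limit, meaning inhibition stronger than a set level, cut at about -70% in these data; inconclusive = activity change between two set negative limits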; note: % is set by controls: 0 for no effect and ±100 for the full control effect
#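 Antagonism was scored as loss of TSH-driven cAMP in TSHR cells, stimulated with 4nM TSH (EC80) for 2 hours at 37 deg C and detected by homogeneous HTRF competition immunoassay.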
# MBNL1 CUG block: blocks human MBNL1 binding to CUG repeat RNA | 280,000 compounds, 0.036% hits | AID 2675 | Q9NR56 | TR-FRET MBNL1-His/biotin-(CUG)12 binding, 665/545 ratio | Potency, µM (top dose mostly 57.5 µM), for inactives: at the highest dose activity change, negative = inhibition, actives largely listed as inhibitors; active = well fitted inhibition curve with a large enough effect in the signal ratio, with a control signal flat, not every such curve was filed as active; inconclusive = small, poorly fitted or top-dose-only effect, or effect the other way, or a change in a side signal; inactive = no such curve, though single readings can be large or run the other way; the % refers to the signal ratio; note: potency is the fitted concentration of half-maximal effect; % is set by controls: 0 for no effect and ±100 for the full control effect
#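 Compounds (final 92 nM to 58 uM) are added to His-tagged MBNL1 and biotin-(CUG)12, then terbium anti-His antibody and streptavidin-XL665 (5 nM final). After 60 min at room temperature, the 665/545 nm ratio is read.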
# hERG WT inh: blocks the wildtype human KCNH2 potassium channel. U2OS, BacMam KCNH2, thallium flux FluxOr; active compounds read low. activity change, % at 1.84 µM. 340,000 compounds, 0.37% hits. AID 720551;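 active = maximum activity change below -70%; inconclusive = maximum activity change between -70% and -50%; inactive = maximum activity change above -50%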; note: % is set by controls: 0 for no effect and ±100 for the full control effect
#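 U2OS cells transduced with wild-type KCNH2 virus are loaded with FluxOr dye for 45 min, and thallium flux is measured in kinetic reads before and after stimulation buffer. Rate constants are normalized to DMSO controls.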
# BCR signal inh: inhibitors of chronic active B-cell receptor signaling; AID 493014; ABC-DLBCL IkBa-CBG/CBR reporter, luminescence ratio, 4 h; Potency, µM (series often up to 46.1 µM), inactives show top-dose ratio change, negative = lower green/red ratio, actives largely listed as inhibitors; 340,000 compounds, 0.05% hits; active = well fitted inhibition curve with a large enough effect in the signal ratio, with a control signal flat, not every such curve was filed as active; inconclusive = small, poorly fitted or top-dose-only effect, or effect the other way, or a change in a side signal; the % refers to the signal ratio;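 note: potency is the fitted concentration of half-maximal effect; plate controls were basal doxycycline-induced cells for no effect and cells given 10 µM MG132 for full effect; MG132 reads +100%, hits lower the ratio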
#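 Cell line TMD8 (human ABC DLBCL), stably expressing tet-inducible CBG68-IkBa fusion and CBR; IMDM/0.5% FBS; cpd up to 46 uM; dox induction, 4 h, 37C/5% CO2; dual luminescence; green/red ratio; MG132 control.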
# PKM2 act: increases activity of human pyruvate kinase M2; P14618; purified PKM2, Kinase-Glo ATP luminescence, activation; response scale: 0% is enzyme alone, no compound; Potency, µM (doses to about 57.5 µM), for the others: at the highest dose activation, hits mostly activators; 260,000 compounds, 0.34% hits; AID 1631; note: potency is the fitted concentration of half-maximal effect; % is set by controls: 0 for no effect and ±100 for the full control effect; nearly all actives have a fitted effect of over 55% in size
#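 Purified hPK-M2 (>95%) run at intermediate activity with 0.1 mM ADP and 0.5 mM PEP in 50 mM imidazole pH 7.2, KCl, MgCl2; 1 h room temperature. ATP formed read by Kinase-Glo luminescence; normalized to uninhibited and no-enzyme controls.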
# Menin MLL FP TR: inhibitors of human menin-MLL interaction, mutant MLL peptide. 270,000 compounds, 0.23% hits. Potency, µM (series often up to 61.6 µM), for inactives: at the highest dose FP activity change, negative = inhibition, most hits filed as inhibitors. O00255. AID 1768. Menin + Texas Red MLL mutant peptide, fluorescence polarization; active = well fitted inhibition curve with a large enough effect in the polarisation, with a control signal flat, not every such curve was filed as active; inconclusive = small, poorly fitted or top-dose-only effect, or effect the other way, or a change in a side signal; inactive = no such curve, though single readings can be large or run the other way; the % refers to the polarisation; note: potency is the fitted concentration of half-maximal effect; % of control where 0% means no effect; many of its hits are not listed in these tables
# Target sequence (O00255 whole entry, looked up): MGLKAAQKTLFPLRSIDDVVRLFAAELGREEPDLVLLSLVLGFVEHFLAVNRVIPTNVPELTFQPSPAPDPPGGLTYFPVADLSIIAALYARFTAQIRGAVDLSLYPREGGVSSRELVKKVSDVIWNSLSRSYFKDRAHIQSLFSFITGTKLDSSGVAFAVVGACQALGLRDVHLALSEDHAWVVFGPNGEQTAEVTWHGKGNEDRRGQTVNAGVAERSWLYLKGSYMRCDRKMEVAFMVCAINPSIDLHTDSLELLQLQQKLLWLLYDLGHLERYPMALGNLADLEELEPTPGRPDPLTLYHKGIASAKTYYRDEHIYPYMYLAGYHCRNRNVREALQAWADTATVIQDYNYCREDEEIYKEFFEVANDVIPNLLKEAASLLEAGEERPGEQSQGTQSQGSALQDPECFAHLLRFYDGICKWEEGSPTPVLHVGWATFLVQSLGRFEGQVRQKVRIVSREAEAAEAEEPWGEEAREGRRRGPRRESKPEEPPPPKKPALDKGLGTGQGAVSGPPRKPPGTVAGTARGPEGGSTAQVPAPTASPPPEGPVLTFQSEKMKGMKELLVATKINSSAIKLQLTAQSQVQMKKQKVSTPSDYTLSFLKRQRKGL
# Numbers without * were called inactive; ? = inconclusive; . = no result given; [ ] = remark or other dose. Unless noted, calls come from the whole dose curve; as a rule, active = well fitted curve in the direction sought with a large enough effect; inconclusive = small, poorly fitted or top-dose-only effect, or another doubt; inactive = no such curve, though single readings can be large; an effect the other way counts as inactive or inconclusive.
# Results follow in this order: Menin MLL FP TR, Eya2 inh, S-ASM inh, BCR signal inh, hERG WT inh, GALK inh, USP2a block, TSHR antagonist, PKM2 act, MBNL1 CUG block, Mito fusion act
O=C1CN(S(=O)(=O)c2ccccc2)CC(=O)N1CCc1ccccc1
    ?, -10%, 0%, 9%, 1, 0%, 1%, -2, 2%, 4%, 2%
O=C(NC(=S)NC1CCCCC1)c1ccc(Cl)cc1
    ., 14%, -4%, 7%, -18, 9%, 0%, -5, 1%, 9%, -7%
CCOc1ccc(NC(=O)C2C3C=CC4(CN(C(C(=O)OC)C(C)C)C(=O)C24)O3)cc1 (stereo not drawn)
    -1%, -5%, 6%, 0%, 1, ., 0%, 10, -2%, 5%, -3%
O=c1cc(O)c2c(=O)n(Cc3ccccc3)c3ccccc3c2o1
    -22%, -27%, 17%, 6%, 2, 0%, -6%, 21, -5%, ., 0%
COc1ccc([C@H]2CC(=O)C=C(c3ccc(Cl)c(C(F)(F)F)c3)C2)cc1OC
    ., -21%, -20%, -1%, ., ., -5%, -11, ., ., 4%
COc1ccccc1CNC(=O)c1ccc(-c2ccccc2Cl)o1
    -4%, 4%, -3%, ?, -3, ., -3%, -11, -2%, 8%, ?
Cc1ccccc1OCC(O)CN(CCO)Cc1ccccc1 (stereo not drawn)
    -21%, 7%, 4%, ?, -18, 6%, 3%, -3, -1%, -6%, 6%
C[C@H](CO)N1C[C@H](C)[C@@H](CN(C)S(=O)(=O)c2ccccc2)Oc2ccc(NC(=O)Cn3cnnn3)cc2C1=O
    ., -6%, 1%, -1%, -5, ., 6%, 1, ., ., .
O=C(Nc1ccc(S(=O)(=O)Nc2ncccn2)cc1)c1cc([N+](=O)[O-])ccc1Cl
    6%, 9%, 4%, -12%, 6, 6%, 1%, 4, 3%, ?, -1%
C[C@]12C(=O)N(c3cccc(F)c3)C(=O)N1[C@H]1c3ccccc3OC[C@@H]1[C@H]2c1ccccc1
    ., -4%, -4%, 4%, 6, ., 2%, -4, ., ., .
O=C(CSc1nc2ccccc2o1)NC1CCS(=O)(=O)C1 (stereo not drawn)
    ., 4%, 1%, -2%, 13, ., 1%, -5, ., ., .
COC(=O)C1CCN(C(=O)COC(=O)C2CCN(S(=O)(=O)c3ccc(C)c(C)c3)CC2)CC1
    ., -12%, -1%, ?, -5, ., 0%, -4, ., ., 1%
O=C1CCc2cc(S(=O)(=O)Nc3ccc(F)cc3)ccc2N1
    ., -22%, -1%, -1%, -5, ., -1%, 2, ., ., -1%
O=C(Cn1ncc2c([nH]c3ccccc32)c1=O)NCC1CCN(Cc2ccc(F)cc2)CC1
    -8%, 9%, 3%, ?, -22, 6%, -3%, -138*, ., 124%[activator], 18%
O=C(OCC(=O)N1CCN(c2ccccc2)CC1)c1ccccc1OC(F)F
    ., 6%, -2%, -18%, -9, ., 1%, -4, ., ., 0%
CCN(CC)S(=O)(=O)c1cccc(-c2nnc(-c3ccc(C)cc3)o2)c1
    2%, -38%, 1%, -2%, -7, -5%, 6%, -11, -3%, -5%, 1%
O=C1NC(Cc2ccccc2)c2nc3ccccc3c(=O)n2-c2cc(Cl)ccc21 (stereo not drawn)
    ., 1%, ., 10%, ., ., 1%, -16, ., ., 5%
Cc1ccc(C(=O)NC(=S)Nc2ccccc2N2CCCC2)cc1[N+](=O)[O-]
    ?, -3%, 18%, -4%, -6, -2%, -2%, 3, 5%, ., ?
CCOC(=O)/C=C1/SCC(=O)N1CC(=O)Nc1cccc(F)c1
    ., 20%, 4%, 4%, 3, ., -1%, -4, ., ., -3%
Cc1nccn1CCOc1ccc(Cl)cc1
    19%, 5%, 0%, 0%, 20, -4%, 1%, 17, 6%, -4%, -5%
CS(=O)(=O)c1ccc(-c2nn[nH]n2)cc1
    0%, 13%, 2%, ?, 4, -3%, -1%, -5, -5%, -1%, -2%
O=C1CC(C(=O)O)S/C(=N\NC(=O)c2ccc(F)cc2)N1 (stereo not drawn)
    -4%, -5%, -1%, ?, 5, -2%, 0%, 4, -6%, ., -5%
CCN(CC)S(=O)(=O)c1ccc(/C=C/C(=O)Nc2ccc(Br)cc2F)cc1
    0%, 1%, -6%, 4%, 16, 0%, 3%, -37, 5%, ., -4%
COC(CNC(=O)CN1CCN(Cc2ccc(F)cc2Cl)C1=O)OC
    19%, -2%, 2%, 1%, -4, 1%, 4%, 1, ., -3%, -5%
CS(=O)CSc1nc2c(cc1C#N)CCCC2 (stereo not drawn)
    5%, -1%, -2%, -19%, -2, 0%, 0%, 49, 0%, -14%, 1%
Fc1cccc(-c2nnn3c2nc(Cl)c2ccccc23)c1
    4%, 11%, 77%[activator], ?, ., 3%, -2%, -27, -3%, 6%, 3%
CCC(Cc1ccccc1)NC(=O)CCNS(=O)(=O)c1cc(Br)cnc1N (stereo not drawn)
    ., -9%, -1%, 0%, -13, -2%, 1%, -15, ., 2%, -5%
COCc1cc(CN2CCN(CCCc3ccccc3)C(CCO)C2)ccc1OC (stereo not drawn)
    -20%, 7%, 5%, 0%, 24, 9%, 0%, -9, 2%[11.5 µM], -2%, -2%
Cc1cc(C)cc(C(=O)N(C)C2CCCN(Cc3ccccc3F)C2)c1 (stereo not drawn)
    ?, 4%, 5%, -2%, 0, 0%, -4%, 5, -1%, -6%, -1%
CCOC(=O)c1nnn2c1nc(N1CCN(C)CC1)c1ccccc12
    ., 5%, -1%, 14%, -2, 5%, 1%, -7, -7%, -3%, 0%
Fc1ccccc1/C=N/n1c(COc2ccccc2)n[nH]c1=S
    1%, -4%, -10%, -11%, -5, 4%, -10%, 4, ., -14%, -26%
COc1cc(/C=N/NC(=O)Nc2ccccc2)ccc1OC(C)=O
    5%, -4%, 2%, ?, -2, 1%, 0%, -3, 1%, -7%, -8%
COc1ccc(NC(=O)NC2(C(=O)N3CCOCC3)CCCCC2)cc1
    ., 7%, 4%, -8%, -3, 0%, 2%, 33, -5%, -16%, 7%
Cc1ccc2c(c1)sc1nc(=O)ccn12
    -12%, -8%, -2%, 0%, -2, -5%, -1%, -27, 8%, -4%, -3%
Cc1ccc(C(c2sc3ncnn3c2O)N2CCCCC2)cc1 (stereo not drawn)
    -25%, -5%, -1%, -2%, 3, -2%, -1%, -12, 6%, 3%, -3%
COc1ccccc1S(=O)(=O)N1CCN(S(=O)(=O)c2cccs2)CC1
    ., -3%, 7%, -1%, 3, ., 1%, -7, ., ., 2%
O=C(CCc1c[nH]c2ccccc12)OCc1ccc(Br)cc1
    ., 2%, -9%, -1%, -4, -4%, 0%, 3, 5%, -9%, 0%
Cc1ccc(Nc2nc(N)nc(CSc3nc4ccccc4s3)n2)cc1
    ?, -15%, -28%, 6%, -3, 4%, 0%, -49, 1%, -7%, -8%
O=C(CN(CC1CCCO1)C(=O)CCC(=O)Nc1nccs1)NCC1CCCO1 (stereo not drawn)
    3%, -7%, 2%, 1%, 1, 1%, 4%, 4, -4%, -5%, 4%
O=C(NC1(O)C(=O)c2ccccc2C1=O)c1ccccc1
    ?, 7%, 2%, -9%, 2, ?, 1%, -2, 10%, ., 4%
NC(=O)c1ccc(NC(=O)CSc2nc3ccccc3c(=O)n2CCCN2CCOCC2)cc1
    ., 3%, 3%, ?, 1, ., 3%, -1, ., ., -5%

# Quoted from the listing:
# `COc1cc(/C=N/NC(=O)Nc2ccccc2)ccc1OC(C)=O` in MBNL1 CUG block is entered as -7%
# `COc1ccccc1S(=O)(=O)N1CCN(S(=O)(=O)c2cccs2)CC1` in S-ASM inh is entered as 7%

# Screening data from PubChem.

# An excerpt; count on the stated rates, not on these rows.
